Screening results (PubChem)
SENP8 inh = blocks the human protease SENP8 | purified SENP8, Z-RLRGG-aminoluciferin cleavage, luminescence | inhibition, % at 10 µM | hit rate 1.2% among 330,000
Target sequence (Q96LD8 whole entry, looked up): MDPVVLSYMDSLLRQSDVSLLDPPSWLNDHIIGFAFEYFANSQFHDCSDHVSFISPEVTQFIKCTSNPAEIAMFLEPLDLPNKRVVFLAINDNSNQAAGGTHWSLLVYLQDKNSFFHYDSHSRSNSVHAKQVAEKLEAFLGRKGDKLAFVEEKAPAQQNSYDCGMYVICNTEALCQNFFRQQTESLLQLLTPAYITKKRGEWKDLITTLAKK
UBC13 inh = human UBC13 polyubiquitination inhibition | inhibition, % at 20 µM | UBC13 polyubiquitin chain formation, TR-FRET | AID 485273 | P61088 | hit rate 0.47% among 330,000; in the data active = inhibition above about 45%, passing the limit was not always enough
Target sequence (P61088 whole entry, looked up): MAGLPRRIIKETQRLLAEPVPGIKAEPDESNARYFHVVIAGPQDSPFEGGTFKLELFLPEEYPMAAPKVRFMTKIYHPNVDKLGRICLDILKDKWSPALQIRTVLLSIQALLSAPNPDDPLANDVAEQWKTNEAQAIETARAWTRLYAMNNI
Apaf-1 inh = blocks human Apaf-1 apoptosome activity | reconstituted apoptosome caspase-3 activity, DEVD-Rh110 fluorescence | inhibition, % at 20 µM | hit rate 0.71% among 330,000; active = inhibition of at least 40% at 20 µM;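 note: plate controls were DMSO wells for no effect and DEVD-CHO caspase inhibitor wells for full effect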
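System – cell-free apoptosome with Apaf-1, procaspase-3 and caspase-9 · Buffer or medium – pH 7.5 Hepes buffer with CHAPS, BSA, DTT · Also added – cytochrome c with DEVD-Rh110 · Times – 30 min compound preincubation, 50 min activation, room temperature · Technique – Rh110 fluorescence intensity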
CCR6 antagonist = blocks CCL20-driven beta-arrestin recruitment at human CCR6; P51684; hit rate 0.49% among 340,000; inhibition, % at 20 µM; AID 493098; CHO-K1 CCR6 PathHunter beta-arrestin, luminescence, CCL20-stimulated;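 active = compounds whose inhibition of the agonist-driven luminescence signal at 20 µM reaches about 50%, limit read from the data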;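 note: cells stimulated with CCL20 at 14 nM final; plate controls were DMSO with CCL20 for no effect and DMSO without agonist for full effect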
Target sequence (P51684 whole entry, looked up): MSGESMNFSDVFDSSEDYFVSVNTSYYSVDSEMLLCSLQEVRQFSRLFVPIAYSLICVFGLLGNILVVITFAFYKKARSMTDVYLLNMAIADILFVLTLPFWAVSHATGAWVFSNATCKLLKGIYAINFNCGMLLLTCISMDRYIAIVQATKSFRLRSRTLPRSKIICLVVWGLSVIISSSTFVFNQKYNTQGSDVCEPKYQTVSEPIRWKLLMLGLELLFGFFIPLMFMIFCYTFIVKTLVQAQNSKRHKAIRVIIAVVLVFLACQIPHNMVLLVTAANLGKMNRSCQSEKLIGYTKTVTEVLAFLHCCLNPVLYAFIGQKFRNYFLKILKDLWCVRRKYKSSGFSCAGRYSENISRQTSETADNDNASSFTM
Jurkat NFkB inh = inhibitors of the PMA/ionomycin-induced NF-kB reporter in Jurkat cells; PMA/ionomycin-induced NF-kB luciferase reporter, luminescence; inhibition, % at 4 µM; hit rate 0.53% among 330,000
Gli-Sufu antag = blocks Gli-Sufu signaling in a luciferase reporter. Sufu-KO-LIGHT fibroblasts, Gli luciferase reporter luminescence. inhibition, % at 5 µM. hit rate 0.74% among 340,000;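 active = inhibition above about 55%, limit read from the data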;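 note: 0% = DMSO-treated cells and 100% = wells with medium but no cells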
697 NFkB inh = lowers PMA/ionomycin-induced NF-kB signal in 697 B cells; 697 B-cell NF-kB luciferase reporter, 16 h; inhibition, % at 4 µM; hit rate 0.33% among 330,000; AID 435022; in the data active = inhibition above about 35%
EBI2 antag = blocks human EBI2 receptor beta-arrestin signaling; EBI2 beta-arrestin recruitment, luminescence, 7a,25-OHC stimulated; inhibition, % at 5 µM; hit rate 0.81% among 360,000; in the data active = inhibition above about 38%;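 note: enzyme fragment complementation signal reports receptor beta-arrestin coupling in cells; 0% = agonist plus DMSO wells and 100% = wells without agonist; some results beyond the cut were filed as inactive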
* hit, by the source's call; nt = not tested or not shown. Cut-off read from the data, not from the text of the source, unless noted: active = inhibition above about 50%; inactive = the rest.

SMILES	SENP8 inh	UBC13 inh	Apaf-1 inh	CCR6 antagonist	Jurkat NFkB inh	Gli-Sufu antag	697 NFkB inh	EBI2 antag
CCCn1c(C(=O)c2ccccc2)nc2ccccc21	4	-13	20	5	-67	-15	-96	-2
CCN1CCN(C(=O)COc2cc(=O)n(CC)c3ccccc23)CC1	2	12	-2	-10	0	20	33	-33
C#CCN1CCN(c2cccc(C(F)(F)F)c2)CC1	-5	-21	0	2	-11	-1	-10	0
O=c1[nH]c(=S)n(C2CC2)c(O)c1/C=N/Nc1ccccc1	1	3	-6	16	-14	9	-46	2
CC(=O)c1ccc2c(c1)C1C(Cl)C(Sc3ccccc3[N+](=O)[O-])CC1C(c1ccccc1[N+](=O)[O-])N2 (stereo not drawn)	-1	-36	1	10	-9	3	-21	28
CN1CCN(c2ccc([N+](=O)[O-])c(Sc3nncn3C)c2)CC1	3	-8	-13	8	-39	-3	-28	-13
C[C@]12C=CC(=O)C=C1CC[C@@H]1C2CC[C@]2(C)OC(=O)CCC12 (stereo partly drawn)	15	0	-2	2	-2	24	3	9
Cc1ccc(S(=O)(=O)N2CN3CCN(C3)C2)cc1	7	9	-3	-13	-5	0	26	-3
NC(=O)Nc1cccc(C(F)(F)F)c1	-2	-16	11	17	-26	1	5	-15
O=c1[nH]c(=S)[nH]c(O)c1C(c1ccccn1)c1c(O)[nH]c(=S)[nH]c1=O	1	-38	10	-19	-4	0	10	-14
CCC(=NCc1ccco1)c1c(O)n(Cc2ccccc2)c(=O)[nH]c1=O	3	-1	8	18	8	5	1	-7
CN(C)C(=O)Nc1cccc(OC(=O)N(C)C)c1	-7	6	1	-5	16	-2	-2	-13
CCN1CCN(c2nc([N+](=O)[O-])nn2C)CC1	-4	-6	-19	-3	5	8	5	-10
COc1ccc(Cl)cc1N=Cc1c(O)n(C)c(=O)n(C)c1=O	-4	2	-4	13	1	-3	8	14
CN(C)c1ccc(/C=C2/C(=O)NC(=O)N(CCc3ccc(F)cc3)C2=O)cc1	1	-19	-7	-4	9	-5	9	-4
CC(=O)Nc1ccccc1C(=O)C(=O)Nc1cccc(C(=O)N2CCC3(CC2)OCCO3)c1	-2	-10	-1	5	-8	-12	11	-4
OC1/C(=C/c2ccc(C(F)(F)F)cc2)N2CCC1CC2 (stereo not drawn)	-8	-7	17	7	-6	-3	-20	1
CCCOc1ccc(C(C)=O)cc1Cc1c(O)[nH]c(=S)[nH]c1=O	-14	-16	5	12	-25	-12	-6	2
CCCN1CCC[C@@H](c2cccc(O)c2)C1	1	9	-3	7	5	15	6	-5
CCS(=O)(=O)NC(C)c1nnc2n1-c1ccc(Br)cc1C(c1ccccc1Cl)=NC2 (stereo not drawn)	0	-6	-17	-6	2	4	-5	-1
CC(C)C1(C)N=C(c2nc3ccccc3cc2C(=O)O)NC1=O (stereo not drawn)	0	-2	1	0	-12	3	0	-4
O=C(c1cc(-c2ccccc2)on1)N1CCC2(CC1)OCCO2	0	10	0	nt	-49	nt	-41	nt
CC1(C)NC(=O)[C@H]2CCCN21	-8	-7	0	12	-4	-6	-14	-3
CN1CCN(Cc2ccc(Br)s2)CC1	5	-7	-23	12	3	5	5	-16
CCOc1ccc(CC2C(=O)NC(=O)N(c3ccc(CC)cc3)C2=O)cc1 (stereo not drawn)	0	-32	13	3	-2	-2	-6	-10
O=C1NC(=O)N(c2ccccc2)C(=O)/C1=C/c1ccc([N+](=O)[O-])s1	25	-24	27	26	-10	-4	-2	-12
CN(c1ccc(OCC(=O)N2CCN(C/C=C/c3ccccc3)CC2)cc1)S(=O)(=O)c1cccs1	4	-2	-5	11	24	13	-14	13
O=C1CN(C(=O)CN2CCCCC2)C(c2ccccc2)c2cc(Br)ccc2N1 (stereo not drawn)	-4	5	8	5	-11	16	5	3
O=C(Cc1ccccc1)Oc1cccc(-n2cnnn2)c1	-4	13	-2	10	-5	-2	10	-5
Cc1ccc(NC(=O)CSc2nnc([C@@H](N)Cc3c[nH]c4ccccc34)o2)c(C)c1	2	6	1	-11	3	4	11	3

Full records from above. Values in the order: SENP8 inh | UBC13 inh | Apaf-1 inh | CCR6 antagonist | Jurkat NFkB inh | Gli-Sufu antag | 697 NFkB inh | EBI2 antag
Entry for `O=C(Cc1ccccc1)Oc1cccc(-n2cnnn2)c1` : -4 | 13 | -2 | 10 | -5 | -2 | 10 | -5
Entry for `CN(C)C(=O)Nc1cccc(OC(=O)N(C)C)c1` : -7 | 6 | 1 | -5 | 16 | -2 | -2 | -13
Entry for `C[C@]12C=CC(=O)C=C1CC[C@@H]1C2CC[C@]2(C)OC(=O)CCC12` (stereo partly drawn) : 15 | 0 | -2 | 2 | -2 | 24 | 3 | 9

Reformatted: entries from further up.
| Molecule | SENP8 inh | UBC13 inh | Apaf-1 inh | CCR6 antagonist | Jurkat NFkB inh | Gli-Sufu antag | 697 NFkB inh | EBI2 antag |
| --- | --- | --- | --- | --- | --- | --- | --- | --- |
| CC1(C)NC(=O)[C@H]2CCCN21 | -8 | -7 | 0 | 12 | -4 | -6 | -14 | -3 |
| CN1CCN(Cc2ccc(Br)s2)CC1 | 5 | -7 | -23 | 12 | 3 | 5 | 5 | -16 |
| CCOc1ccc(CC2C(=O)NC(=O)N(c3ccc(CC)cc3)C2=O)cc1 (stereo not drawn) | 0 | -32 | 13 | 3 | -2 | -2 | -6 | -10 |
| O=C1NC(=O)N(c2ccccc2)C(=O)/C1=C/c1ccc([N+](=O)[O-])s1 | 25 | -24 | 27 | 26 | -10 | -4 | -2 | -12 |
| CN(c1ccc(OCC(=O)N2CCN(C/C=C/c3ccccc3)CC2)cc1)S(=O)(=O)c1cccs1 | 4 | -2 | -5 | 11 | 24 | 13 | -14 | 13 |
| O=C1CN(C(=O)CN2CCCCC2)C(c2ccccc2)c2cc(Br)ccc2N1 (stereo not drawn) | -4 | 5 | 8 | 5 | -11 | 16 | 5 | 3 |

Among those listed so far, these have a CF3 group:
SMILES	SENP8 inh	UBC13 inh	Apaf-1 inh	CCR6 antagonist	Jurkat NFkB inh	Gli-Sufu antag	697 NFkB inh	EBI2 antag
C#CCN1CCN(c2cccc(C(F)(F)F)c2)CC1	-5	-21	0	2	-11	-1	-10	0
NC(=O)Nc1cccc(C(F)(F)F)c1	-2	-16	11	17	-26	1	5	-15
OC1/C(=C/c2ccc(C(F)(F)F)cc2)N2CCC1CC2 (stereo not drawn)	-8	-7	17	7	-6	-3	-20	1

(cont.)
SMILES	SENP8 inh	UBC13 inh	Apaf-1 inh	CCR6 antagonist	Jurkat NFkB inh	Gli-Sufu antag	697 NFkB inh	EBI2 antag
COc1cccc(C(=O)C2CCCN(Cc3cnn(C(C)C)c3)C2)c1 (stereo not drawn)	0	3	-13	7	1	21	3	4
CC1CCCC(NC(=O)CNC(=S)N2CC3CC(C2)c2cccc(=O)n2C3)C1C (stereo not drawn)	4	11	-8	-6	11	-2	3	-10
CCN1CCN(Cc2cc(Br)cc(OC)c2O)CC1	4	2	5	2	8	-4	5	-7
Cc1cccc(-n2c(=S)[nH]c3ccccc3c2=O)n1	-3	-2	-5	5	-6	4	20	-6
O=c1c2ccccc2nc(SCC2CCCCO2)n1-c1ccccc1 (stereo not drawn)	-4	6	10	15	9	6	2	-8
CC[C@H]1C2C[C@H]3[C@@H]4N(C)c5ccccc5C45C[C@H](C2[C@H]5O)N3[C@@H]1O (stereo partly drawn)	-2	11	-4	-1	2	20	12	8
CN1CCN(c2nc([N+](=O)[O-])nn2C)CC1	-2	-9	3	2	-4	-11	13	-9
CCOC(=O)/C(CCCN(CC)CC)=N\O	-3	4	-10	4	2	0	19	1
CC1CN=C(NCc2ccncc2)S1 (stereo not drawn)	7	7	-11	-16	18	-2	11	-2
Fc1ccc(C2=CCN(C(c3cccs3)c3nnnn3CCc3ccccc3)CC2)cc1 (stereo not drawn)	-3	-5	9	11	14	14	13	19
CC[C@@H](CO)C1CC2NC3CC4(c5ccccc5N(C)[C@@H]24)C(O)C31 (stereo partly drawn)	2	5	6	11	-19	-2	5	-1
CN1CCN(c2c(C#N)c(C(F)(F)F)nn2C)CC1	2	-2	-2	-9	0	7	3	10
CCN1CCN(C(c2cccs2)C(C)NC(=O)Oc2ccccc2)CC1 (stereo not drawn)	7	5	-3	6	-1	6	1	-1
CC(=O)c1c(C)[nH]c(C(=O)N2CCC3(CC2)OCCO3)c1C	-2	-9	-6	16	-10	-6	-9	-1
O=c1c2ccccc2nc(Cc2ccccc2)n1-c1cccc(O)c1	7	-1	-8	-3	-10	23	12	5
C=CCn1c(O)c(C(CC)=NC2CC2)c(=O)[nH]c1=O	-4	8	-2	-9	-9	-3	21	4
CCCNC(=O)N1[C@H]2CC[C@@H]1C(C(=O)OC)=C(c1ccc(OC)c(OC)c1)C2	5	2	5	10	5	-2	1	-1
C/C=C(\C)C(=O)OC1C(C)=C2C(C1OC(=O)CCCCC)C(C)(OC(C)=O)CC(OC(=O)CCC)C1(O)C2OC(=O)C1(C)O (stereo not drawn)	1	23	18	nt	12	nt	-262	nt
O=C(Cn1cc(C(=O)c2ccccc2)c2ccccc21)NCc1ccco1	10	17	2	3	7	-3	22	5
CC(C)Sc1nnc([C@@H](N)Cc2ccccc2)o1	5	9	-2	-19	-1	-6	13	-4
Nc1ccncc1	-10	-12	12	12	-12	-1	-11	1
CC1CC(NC(=O)C2C3CCC(O3)C2C(=O)O)CC(C)(C)C1 (stereo not drawn)	3	1	-1	-8	-2	15	11	-11
CCc1ccccc1NC(=O)CSc1nnc([C@@H](N)Cc2c[nH]c3ccccc23)o1	0	-5	13	7	-4	23	-14	-2
Cc1nn(Cc2ccccc2)c(C)c1C(=O)NCc1ccccc1	6	-1	-10	-14	5	-3	5	1
CN1CCN(c2nc3c(c(=O)[nH]2)CCC3)CC1	0	3	-15	-11	-11	-4	3	-2
Cc1ccc(-n2c(O)c(C=NCc3ccccn3)c(=O)[nH]c2=S)cc1	-4	-1	-19	14	-2	4	3	-1
CCOC(=O)C1C(=O)NC23CCCC2C1c1ccccc1O3 (stereo not drawn)	4	5	0	0	4	1	9	-10
Fc1ccccc1CNCCc1ccc2c(c1)OCO2	8	1	-16	5	3	9	8	6
N#CSCC(=O)N1c2ccccc2CCc2ccccc21	-6	22	-1	38	1	14	21	28
Clc1cccc(Cl)c1C1N2CCCN12 (stereo not drawn)	-2	-5	6	7	-11	0	13	-3

Individual results from the entries so far:
Result for CC(=O)c1c(C)[nH]c(C(=O)N2CCC3(CC2)OCCO3)c1C in 697 NFkB inh: -9
Result for Cc1cccc(-n2c(=S)[nH]c3ccccc3c2=O)n1 in Apaf-1 inh: -5
Result for CN1CCN(c2ccc([N+](=O)[O-])c(Sc3nncn3C)c2)CC1 in CCR6 antagonist: 8

Continuation.
SMILES	SENP8 inh	UBC13 inh	Apaf-1 inh	CCR6 antagonist	Jurkat NFkB inh	Gli-Sufu antag	697 NFkB inh	EBI2 antag
COC(=O)C1=C(c2ccccc2)C[C@@H]2CC[C@H]1N2C(=O)NCc1ccc(C(F)(F)F)cc1	3	8	2	2	15	2	-5	9
Cc1c(C=C2C(=O)N(C)C(=O)N(C)C2=O)c(=O)n(-c2ccccc2)n1C	-6	2	3	-27	4	0	17	-18
C=CCN1C(=O)/C(=C/c2cc(C)n(-c3ccccn3)c2C)C(=O)NC1=S	-2	-5	0	-7	10	1	8	-9
CC[C@@H](C(N)=O)N1CCCC1=O	10	10	-13	nt	-7	nt	9	nt
CC(NCc1ccc(Cl)cc1)C(O)c1ccccc1 (stereo not drawn)	-6	0	-3	7	-7	5	-46	-4
COc1ccc(NC(c2ccccc2)P(=O)(Oc2ccccc2)Oc2ccccc2)cc1 (stereo not drawn)	-4	-6	7	24	-9	-1	-12	-7
CC1CCCN(C(=O)CCl)C1 (stereo not drawn)	-1	2	-3	0	6	-3	16	-5

This is a subset (hit frequency here may not be typical).
